Assay outcomes: PubChem, The Scripps Research Institute Molecular Screening Center
M4 antag = human M4 muscarinic receptor antagonists, primary screen, CHO cells, Fluo-8 calcium fluorescence | Muscarinic acetylcholine receptor M4 (Homo sapiens), P08173 | inhibition, % at 3 µM | AID 624125, 2012 | CHO-hM4 cells, ACh EC80 | 360,000 compounds, 0.73% hits;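 active = inhibition above its plate's cutoff, the mean inhibition of sample wells plus 3 SD, cut at about 27% in these data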;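 also: 0% = acetylcholine EC80 with DMSO and 100% = DMSO without agonist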
OXTR potentiator = human OXTR potentiators, primary screen, fluorescence, CHO-OTR cells, Fluo-8 calcium. Fluo-8 calcium fluorescence, potentiator mode; 0% = oxytocin EC15, 100% = EC100. activation, % at 3 µM. 320,000 compounds, 0.061% hits. AID 2445, 2010;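 active = activation above that plate's cutoff, the mean activation of tested compounds plus 3 SD, cut at about 6.6% in these data, passing the limit was not always enough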;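 also: 100% uses oxytocin at 75 nM as the full agonist control; some results filed as inactive read as strong as hits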
Target sequence (P30559 whole entry, looked up): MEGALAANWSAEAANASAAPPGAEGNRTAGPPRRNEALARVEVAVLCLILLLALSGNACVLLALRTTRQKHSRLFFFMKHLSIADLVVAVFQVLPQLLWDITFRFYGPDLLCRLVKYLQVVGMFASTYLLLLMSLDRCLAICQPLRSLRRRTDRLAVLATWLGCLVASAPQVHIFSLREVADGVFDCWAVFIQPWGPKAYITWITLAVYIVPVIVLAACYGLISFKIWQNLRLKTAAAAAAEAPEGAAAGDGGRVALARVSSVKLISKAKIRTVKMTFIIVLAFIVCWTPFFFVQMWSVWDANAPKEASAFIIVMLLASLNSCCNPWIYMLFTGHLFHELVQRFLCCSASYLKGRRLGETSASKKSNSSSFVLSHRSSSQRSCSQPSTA
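Dosing: Single dose, 3.0 µM nominal final compound concentration | Material: Human OTR in CHO cells | Technique: Kinetic Fluo-8 calcium fluorescence | Benchmarks: EC15 oxytocin alone as 0%, 75 nM oxytocin as 100% | Probe or stimulus: Oxytocin at about EC15, sub-maximal agonist stimulus | Incubation: Compound 6 min at room temperature before oxytocin, 100 s read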
CHRM1 antagonist = human M1 muscarinic receptor antagonists, primary screen, CHO-K1 cells, Fluo-8 calcium fluorescence, 1536-well. inhibition, % at 3 µM. 360,000 compounds, 1.3% hits. CHO-K1 hM1, ACh EC80 antagonist. Muscarinic acetylcholine receptor M1 (Homo sapiens), P11229;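 active = percent inhibition above its own plate's cutoff, namely the mean of that plate's compound wells plus 3 SD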;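 also: peak over basal fluorescence ratio during 140 s after agonist addition; 0% = ACh EC80 plus DMSO and 100% = DMSO alone without agonist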
Target sequence (P11229 whole entry, looked up): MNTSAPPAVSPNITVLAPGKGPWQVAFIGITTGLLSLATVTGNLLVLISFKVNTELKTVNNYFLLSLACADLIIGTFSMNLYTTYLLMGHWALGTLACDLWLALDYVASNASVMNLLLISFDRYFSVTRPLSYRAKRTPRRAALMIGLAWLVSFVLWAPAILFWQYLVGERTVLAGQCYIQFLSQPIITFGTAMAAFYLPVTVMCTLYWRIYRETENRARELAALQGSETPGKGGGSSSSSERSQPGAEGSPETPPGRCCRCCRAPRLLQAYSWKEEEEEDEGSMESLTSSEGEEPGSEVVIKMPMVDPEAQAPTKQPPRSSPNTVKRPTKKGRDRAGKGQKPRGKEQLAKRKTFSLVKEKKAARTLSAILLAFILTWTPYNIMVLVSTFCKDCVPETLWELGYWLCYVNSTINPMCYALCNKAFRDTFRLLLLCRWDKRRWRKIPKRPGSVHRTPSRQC
M4 ag = human M4 muscarinic receptor agonists, primary screen, CHO-K1 cells, Fluo-8 calcium fluorescence; Muscarinic acetylcholine receptor M4 (Homo sapiens), P08173; CHO-K1 hM4/Gqi5; vehicle 0%, full acetylcholine response 100%; activation, % at 3 µM; 360,000 compounds, 0.14% hits;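 active = activation above the run mean over all test wells plus 3 SD, cut at about 32% in these data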;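 also: peak over basal fluorescence ratio per well then scaled between controls; 0% = DMSO wells and 100% = acetylcholine at EC100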
CHO-K1 Ca antag = counter-screen for M1 antagonists: effect in parental CHO-K1 cells; ATP-induced calcium, Fluo-8 fluorescence; inhibition, % at 3 µM; 360,000 compounds, 0.6% hits; AID 602250;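 active = inhibition above a per-plate cutoff, the plate's mean sample inhibition plus 3 SD, cut at about 24% in these data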;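 also: 0% = DMSO plus EC80 ATP and 100% = DMSO alone without ATP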
M1 PAM = human M1 muscarinic receptor positive allosteric modulators, primary screen, CHO-K1 cells, Fluo-8 calcium fluorescence, 1536-well; AID 588819, 2011; Muscarinic acetylcholine receptor M1 (Homo sapiens), P11229; CHO-K1 hM1, ACh EC20; 0% = ACh EC20, 100% = maximal ACh; 360,000 compounds, 0.088% hits; activation, % at 3 µM; in the data active = activation above about 19%, passing the limit was not always enough
CHO parental Ca = ATP-evoked calcium signal inhibitors, parental CHO, primary screen, counter-screen for OX1R antagonist project, cell-based, fluorescence, Fluo-8 calcium dye; 330,000 compounds, 0.63% hits; parental CHO-K1, ATP-induced calcium, Fluo-8 fluorescence; inhibition, % at 5.6 µM;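 active = inhibition above that plate's mean sample inhibition plus 3 SD, cut at about 26% in these data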;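 also: 0% = ATP-challenged DMSO wells and 100% = DMSO wells without ATP; some compounds past the cut are filed as inactive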
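Assay system: untransfected parental CHO cell line. Also added: ATP agonist challenge. Dosing: one dose, 5.6 µM nominal. Measured by: Fluo-8 fluorescence. Read-out: % inhibition. Benchmarks: ATP wells versus no-ATP DMSO wells. Repeats: no replicates.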
M1 ag parental = counter-screen for M1 agonists: effect in parental CHO-K1 cells. Fluo-8 calcium fluorescence; scaled to maximal ATP response, vehicle zero. activation, % at 3 µM. 360,000 compounds, 0.48% hits; in the data active = activation above about 15%;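 also: untransfected CHO-K1 host cells lacking M1 receptor as counterscreen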
CHRM1 agonist = human M1 muscarinic receptor agonists, primary screen, Fluo-8 calcium fluorescence, CHO-K1 cells, HTS; Muscarinic acetylcholine receptor M1 (Homo sapiens), P11229; CHO-K1 hM1, agonist mode; 0% DMSO, 100% acetylcholine EC100; activation, % at 3 µM; 360,000 compounds, 0.33% hits; AID 588814, 2011;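 active = activation above the run's mean compound activation plus 3 SD, cut at about 16% in these data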;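 also: peak over basal fluorescence ratio within a 140 s kinetic read after compound addition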
Starred values were filed as active, the others as inactive; x = no result given.

1: O=C(C[C@@H]1C/C=C\C[C@H](NC(=O)OCC2c3ccccc3-c3ccccc32)C(=O)OC[C@@H]2CCCN2C1=O)N[C@@H](CO)Cc1ccccc1
2: COc1ccc(S(=O)(=O)N2CCN(C(=O)c3ccco3)CC2)c(C)c1C
3: COC(=O)c1ccccc1NC(=O)C(C)c1ccc([N+](=O)[O-])cc1 (stereo not given)
4: CCc1ccc([C@@H]2CC=C(C(=O)O)CN2S(=O)(=O)c2ccc(C)cc2)cc1
5: CCOc1ccccc1NC(=O)CCC(=O)Nc1nnc(C2CCCCC2)s1
6: Cc1ccc(-n2ccc(=O)c(C(=O)Nc3ccc(S(=O)(=O)N4CCOCC4)cc3)n2)cc1
7: O=C(O)c1ccc(NS(=O)(=O)c2cccc3nsnc23)cc1
8: C/C=C/C(=O)Nc1cccc(C2=NOC3(C2)C[C@@H](C(N)=O)N(C(=O)c2cc([N+](=O)[O-])cc([N+](=O)[O-])c2)C3)c1 (stereo not given in full)
9: COc1cc(NC(=O)c2cccc([N+](=O)[O-])c2)ccc1NC(=O)c1ccco1
10: CCc1nnc(NC(=O)C2CCCN(C(=O)c3ccc(Cl)cc3)C2)s1 (stereo not given)

assay / entry,1,2,3,4,5,6,7,8,9,10
M4 antag,-4,-3,0,-3,-23,0,3,5,2,-3
OXTR potentiator,0,-2,-12,-9,-8,-9,-1,0,-3,2
CHRM1 antagonist,1,-10,1,-13,-8,-8,-10,4,-6,-3
M4 ag,1,5,1,0,1,0,1,0,1,1
CHO-K1 Ca antag,3,-5,-9,7,-16,0,-15,-11,-3,-15
M1 PAM,3,0,1,4,0,7,6,-2,7,6
CHO parental Ca,1,-4,-11,-15,-21,1,6,-8,-12,-19
M1 ag parental,-0.2,3.8,6.8,0.1,0.5,0.0,0.5,0.3,0.8,0.1
CHRM1 agonist,-9,2,3,-4,-1,-1,-3,-5,-5,-3

Retrieved one by one from the list above:
6: Cc1ccc(-n2ccc(=O)c(C(=O)Nc3ccc(S(=O)(=O)N4CCOCC4)cc3)n2)cc1
5: CCOc1ccccc1NC(=O)CCC(=O)Nc1nnc(C2CCCCC2)s1
3: COC(=O)c1ccccc1NC(=O)C(C)c1ccc([N+](=O)[O-])cc1 (stereo not given)
1: O=C(C[C@@H]1C/C=C\C[C@H](NC(=O)OCC2c3ccccc3-c3ccccc32)C(=O)OC[C@@H]2CCCN2C1=O)N[C@@H](CO)Cc1ccccc1
8: C/C=C/C(=O)Nc1cccc(C2=NOC3(C2)C[C@@H](C(N)=O)N(C(=O)c2cc([N+](=O)[O-])cc([N+](=O)[O-])c2)C3)c1 (stereo not given in full)

assay / entry,6,5,3,1,8
M4 antag,0,-23,0,-4,5
OXTR potentiator,-9,-8,-12,0,0
CHRM1 antagonist,-8,-8,1,1,4
M4 ag,0,1,1,1,0
CHO-K1 Ca antag,0,-16,-9,3,-11
M1 PAM,7,0,1,3,-2
CHO parental Ca,1,-21,-11,1,-8
M1 ag parental,0.0,0.5,6.8,-0.2,0.3
CHRM1 agonist,-1,-1,3,-9,-5

The list goes on:
11: CC(C)OCCCN1C(=O)c2[nH]nc(-c3ccccc3O)c2C1c1cccc(Cl)c1 (stereo not given)
12: COc1ccc(OC)c(C2C/C(=N/O)C(C)C(c3cc(OC)ccc3OC)N2)c1 (stereo not given)
13: CCCCc1nnc(NC(=O)CN(C)S(=O)(=O)c2ccc(C)cc2)s1
14: COc1ccc(-n2c(SCC(=O)NCC3CCCO3)nc3ccccc32)cc1 (stereo not given)
15: O=C(c1ccco1)N(CCCN1CCOCC1)c1nc(-c2ccc(F)cc2)cs1
16: CCOc1ccccc1/C=N/NC(=O)CSc1n[nH]c(=O)[nH]c1=O
17: Cc1cc(N2CCN(C)CC2)ccc1NC(=O)c1c2c(nc3ccccc13)CCN(Cc1ccccc1)C2
18: COc1ccc(NC(=O)c2cc(S(=O)(=O)N3CCCCC3)ccc2N2CCCCC2)cn1
19: NS(=O)(=O)c1ccc(CNS(=O)(=O)Cc2ccc(Cl)cc2)cc1
20: CCOC(=O)Cc1csc(SCC(=O)Nc2ccc3[nH]c(=O)[nH]c3c2)n1

assay / entry,11,12,13,14,15,16,17,18,19,20
M4 antag,4,-12,16,-3,-6,7,4,-17,11,-16
OXTR potentiator,-22,x,-9,-5,-3,0,-7,-12,-14,-1
CHRM1 antagonist,9,-22,9,-1,3,-1,7,-5,-15,-2
M4 ag,1,3,1,0,24,1,8,-4,1,0
CHO-K1 Ca antag,-2,-9,3,-10,-28,-12,-8,6,-6,-21
M1 PAM,-6,7,3,5,-9,10,-4,-5,5,6
CHO parental Ca,-31,x,-26,-26,-20,-1,-41,-16,-7,-4
M1 ag parental,0.4,0.4,0.7,0.9,5.5,0.8,2.5,0.0,0.6,-0.3
CHRM1 agonist,-3,-1,-1,-4,-9,-6,-4,-7,-1,-2

21: CN1CCN(c2nc3nonc3nc2N2CCN(C)CC2)CC1
22: C/C=C/c1ccc(OCCCn2cncn2)c(OC)c1
23: O=C(Nc1ccc(Cl)c(S(=O)(=O)N2CCCCC2)c1)c1cnccn1
24: CC(C)(C)c1ccc(C(=O)NCCC(=O)NCc2ccco2)cc1
25: CC(C)CCN(C(=S)NC(=O)C1CCCCC1)c1c(N)n(Cc2ccccc2)c(=O)[nH]c1=O
26: C[C@@H]1CC[C@@]2(O[C@@H](CCO)C[C@@H](O)[C@@H]2O)O1
27: c1coc(CNc2ncnc3ccccc23)c1
28: O=C1C=CC(=O)c2c(O)c(N3CCN(CCO)CC3)c(Cl)c(O)c21
29: Cc1ccc(NC(=O)CN2C(=O)NC3(CCCc4ccccc43)C2=O)c([N+](=O)[O-])c1 (stereo not given)
30: O=C(Nc1ccc(SC(F)F)cc1)C12CCC(CC1)C2

assay / entry,21,22,23,24,25,26,27,28,29,30
M4 antag,9,-5,5,-3,-12,0,6,-7,-9,7
OXTR potentiator,-15,-9,-5,3,-9,6,-23,x,-8,-11
CHRM1 antagonist,-20,-2,3,2,-16,-15,-3,-11,-14,1
M4 ag,0,1,1,2,0,1,9,1,2,2
CHO-K1 Ca antag,3,-13,-9,-6,-16,-13,9,-4,2,0
M1 PAM,13,11,2,3,9,6,-11,12,-6,2
CHO parental Ca,-4,4,-17,-8,-26,-12,19,x,-1,-4
M1 ag parental,0.4,0.3,1.4,0.3,-0.4,0.7,8.2,-0.2,0.4,5.0
CHRM1 agonist,-2,-4,-3,-3,0,-1,7,0,-2,-10

31: O=C1CN(c2ccc(Br)cc2)C(=O)N1CC(=O)N1CCCc2ccccc21
32: O=C(NCCc1ccccc1)c1cccs1
33: NC(=O)NC(CC(=O)NCCc1ccccn1)c1ccccc1Cl (stereo not given)
34: CCc1nnc(NC(=O)CCN(c2cc(C)cc(C)c2)S(=O)(=O)c2ccc(Cl)cc2)s1
35: CC(C)CN(C(=O)COC(=O)CCN1C(=O)c2ccccc2C1=O)C1CCS(=O)(=O)C1 (stereo not given)
36: CCc1c(-c2ccccc2)nc2sc3c(c2c1N)CCCC3
37: Cc1ccc(CNS(=O)(=O)c2c(C)[nH]c(C)c2C(=O)N2CCCCC2)o1
38: CCN1C(=O)[C@H]2[C@@H](c3ccc(C)cc3)N3C(=O)N(c4ccc(OC)cc4)C(=O)[C@@]3(Cc3ccccc3)[C@H]2C1=O
39: Cc1ccc(C)c(NC(=O)CCc2ccc(C)o2)c1
40: CC(=O)NC12CC3CC(C1)CC(C(=O)Oc1ccc(N(C)S(=O)(=O)c4cc(C)ccc4C)cc1)(C3)C2

assay / entry,31,32,33,34,35,36,37,38,39,40
M4 antag,1,9,1,-15,-5,9,-2,-11,-5,4
OXTR potentiator,-10,-5,-16,-10,-16,-12,0,-4,5,-17
CHRM1 antagonist,1,-20,-12,2,2,25,-5,-11,-9,6
M4 ag,2,1,2,1,0,6,1,1,0,1
CHO-K1 Ca antag,-26,-7,-15,10,2,1,-1,-18,-6,-1
M1 PAM,-4,4,10,6,2,-24,6,11,14,-7
CHO parental Ca,-19,-6,4,-10,-14,1,21,-19,-6,23
M1 ag parental,3.1,1.1,0.4,-0.6,0.3,7.2,3.6,0.1,-0.2,0.0
CHRM1 agonist,-6,-4,-2,-1,-2,-4,2,0,1,-6

41: O=C(CN1C2=NCCCN2c2ccccc21)c1cccc(Br)c1
42: Cc1cccc(N=C2NC(=O)/C(=C/c3cn(C)c4ccccc34)S2)c1
43: O=S(=O)(NCCC(c1ccc(F)cc1)c1ccco1)c1ccccc1 (stereo not given)
44: CSc1ccc(Cl)c(C(=O)Nc2ccc(N3CCOCC3)cc2)c1
45: O=C(c1ccccc1)N1CCN(C(=S)NCCc2ccccc2)CC1
46: Cc1ccc(Cc2c(C3CCCCC3)nc3cc(C)c(Br)c(C)n23)cc1
47: CC1CCC(C(=O)NC(C(=O)N2CCN(c3ccccn3)CC2)C(C)C)CC1 (stereo not given)
48: COc1ccc(Cl)cc1NC(=O)NCC1CCN(C(=O)OC(C)(C)C)CC1
49: Cc1ccc(NC(=O)CSc2nnc(Cc3ccccc3)o2)c(C)c1
50: O=C(CSc1nccn1-c1ccc(F)cc1)NCc1ccc(F)cc1
51: CCCCCCCC[n+]1cccc2c3ccccc3ccc21
52: CC1Cc2cc(S(=O)(=O)NCCC(=O)NCc3ccc(F)cc3)ccc2N1C(=O)C1CC1 (stereo not given)
53: CCOC(=O)[C@@H]1[C@H]2COc3ccc(Br)cc3[C@H]2N2C(=O)N(c3ccc(OC)cc3)C(=O)[C@]12C

assay / entry,41,42,43,44,45,46,47,48,49,50,51,52,53
M4 antag,21,4,-4,8,-1,3,10,-7,1,5,65*,-4,-1
OXTR potentiator,-3,-7,-3,-10,-11,x,3,-8,0,4,-11,-5,-5
CHRM1 antagonist,-6,4,-2,-15,-10,-26,1,-10,-2,17,98*,10,1
M4 ag,3,0,-1,2,2,1,0,4,1,18,0,11,1
CHO-K1 Ca antag,-7,-1,-1,-20,5,-32,-6,-6,2,-8,18,-11,-5
M1 PAM,3,4,-2,12,12,4,3,3,9,-3,-23,-4,3
CHO parental Ca,-6,-20,-17,1,-7,x,-14,-26,-9,-15,63*,-2,-9
M1 ag parental,0.6,-0.3,0.0,0.9,0.9,1.1,0.1,2.2,2.7,5.9,2.6,8.9,0.5
CHRM1 agonist,-7,-2,-7,-5,-4,0,-5,-6,-7,-3,-4,1,-3
